Assay outcomes: PubChem, National Center for Advancing Translational Sciences (NCATS)
GLP-1R inv ag = acts as inverse agonist at human GLP-1 receptor | 410,000 compounds, 1.6% hits | P43220 | Potency, µM (doses to about 38.3 µM), for inactives: at the top dose activity change, negative = inhibition, most hits filed as inhibitors | HEK293 GLP-1R CRE-luciferase, luminescence, 24 h; GLP-1R form is constitutively active; note: % is set by controls: 0 for no effect and ±100 for the full control effect; nearly all actives have a fitted effect of over 55% in size
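Inverse agonism was detected as reduced cAMP-driven luciferase luminescence after 24 h compound treatment. The cells were HEK293 clones expressing constitutively active human GLP-1R with the reporter. Reporter-only and GPR119 cell lines served as counterscreen controls.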
PTHR1 ag = agonists of human PTHR1 parathyroid hormone receptor. HEK293 GP2 PTHR1 cells, GloSensor cAMP luminescence, 1 h. AID 743266. Q03431. 410,000 compounds, 0.075% hits. Potency, µM (top dose mostly 115 µM), inactives show at the highest dose activation, most hits filed as activators; note: nearly all actives have a fitted effect of over 55% in size; some results filed as inactive show a strong effect at the top dose; inactives centre near -15; many of its hits are not listed in these tables
Target sequence (Q03431 whole entry, looked up): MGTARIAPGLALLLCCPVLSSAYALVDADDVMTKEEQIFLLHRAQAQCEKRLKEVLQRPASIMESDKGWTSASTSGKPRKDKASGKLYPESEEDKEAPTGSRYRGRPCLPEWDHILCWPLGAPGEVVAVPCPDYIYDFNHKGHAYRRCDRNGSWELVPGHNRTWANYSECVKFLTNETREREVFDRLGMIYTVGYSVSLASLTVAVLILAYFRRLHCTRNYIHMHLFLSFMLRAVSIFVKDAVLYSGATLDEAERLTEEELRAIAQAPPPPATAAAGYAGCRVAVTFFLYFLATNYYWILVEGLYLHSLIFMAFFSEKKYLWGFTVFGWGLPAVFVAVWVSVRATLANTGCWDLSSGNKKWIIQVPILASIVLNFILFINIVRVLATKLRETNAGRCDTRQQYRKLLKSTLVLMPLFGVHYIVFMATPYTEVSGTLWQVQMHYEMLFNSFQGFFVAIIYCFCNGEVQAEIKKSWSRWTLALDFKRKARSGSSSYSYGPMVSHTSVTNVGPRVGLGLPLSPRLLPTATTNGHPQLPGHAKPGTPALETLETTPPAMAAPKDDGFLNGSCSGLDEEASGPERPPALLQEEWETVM
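HEK-293-derived GP2 cells expressing PTHR1 and a GloSensor cAMP reporter, 3,000/well, plated overnight, given luciferin plus IBMX (each 0.5 mM as added) for 1 h at 37 °C, then compound for 1 h at 37 °C. Luminescence was read after 15 min at room temperature.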
GLP1R cytotox = cytotoxicity counter-screen for GLP-1 receptor inverse agonists | Potency, µM (doses to about 38.3 µM), inactives show at the top dose activity change, negative = inhibition, usual class: inhibitors | AID 624418 | 410,000 compounds, 0.13% hits | HEK293 cAMP-luciferase reporter cells, luminescence, 24 h;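 note: loss of luciferase light is scored as toxicity; % is set by controls: 0 for no effect and ±100 for the full control effect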
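Luminescence readout: signal drop marks cytotoxicity. Plated cells grew 12 h at 37 °C, 5% CO2, received 23 nL compound for 24 h, then got luciferase reagent, read after 12 min at RT.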
An asterisk follows results filed as active; i = inactive; ? = inconclusive; [ ] = remark or other dose. Calls come from the whole dose curve; as a rule, active = well fitted curve in the direction sought with a large enough effect; inconclusive = small, poorly fitted or top-dose-only effect, or another doubt; inactive = no such curve, though single readings can be large; an effect the other way counts as inactive or inconclusive. Potency is the fitted concentration of half-maximal effect. A portion of the library (hit frequency here may not be typical).

SMILES	GLP-1R inv ag	PTHR1 ag	GLP1R cytotox
CCOC(=O)c1c(C)[nH]c(C)c1S(=O)(=O)N1CCCC(C(=O)N2CCN(c3ccccc3F)CC2)C1 (centres undefined)	-1%	-2%	2%
COc1ccc(N2CC(NC(=O)Cc3cccs3)CC2=O)cc1 (centres undefined)	8%	24%	-7%
Cn1c(=O)c2c(nc(CN3CCN(c4ccccc4F)CC3)n2Cc2ccccc2F)n(C)c1=O	7%	-22%	-7%
O=C(NCCc1csc(-c2cccc(F)c2)n1)C(=O)Nc1cc(F)ccc1F	11%	i	1%
CCc1ccc(-c2nc(SCC(=O)NCCOC)c(-c3ccc(C)cc3)[nH]2)cc1	?	-5%	-8%
Cc1cccc(N2CCN(C(=O)Cn3nc(C)c4sc5ccccc5c4c3=O)CC2)c1C	1%	-14%	-1%
Cc1ccc(-n2ncc3c(NCCCn4ccnc4)ncnc32)cc1	?	i	20%
CCC(C)NC(=O)c1sc2nc(C)c(C(=O)Nc3ccc(C)cc3C)c(-c3ccc(Cl)cc3)c2c1N (centres undefined)	?	i	8%
CCc1ccc(S(=O)(=O)c2nnn3c2nc(NCc2ccccc2OC)c2cc(Cl)ccc23)cc1	10%	-27%	5%
COc1ccc(NC(=O)c2c(NCc3cccc(F)c3)sc3c2CCC3)c(OC)c1	-20%	-12%	-6%
CC1=C(c2ccc(C)cc2)S(=O)(=O)NC1=NCc1ccccc1Cl	?	-4%	-7%
CC(C)CC(=O)N(Cc1ccccc1)S(=O)(=O)c1ccc2c(c1)oc(=O)n2C	-19%	-57%	-6%
COc1ccc(C2c3cc(OC)c(OC)cc3CC(=O)N2c2ccc(C)cc2)cc1 (centres undefined)	?	-1%	-9%
CCOC(=O)c1c(NC(=O)/C=C/c2ccc(OC)c(OC)c2)sc(C(C)=O)c1C	21%	?	7%
O=C(CCS(=O)(=O)c1cccs1)Nc1ccc(C(=O)Nc2cccc(Cl)c2)cc1	?	-5%	-14%
Cc1cc(C)c2c(CC(=O)Nc3ccc(S(=O)(=O)N4CCCCC4)cc3)coc2c1	?	i	6%
O=C(CSc1ccccc1)NCc1ccc2c(c1)CCN2C(=O)c1ccc(Cl)cc1	4%	?	13%
Cc1ccc(NC(=O)Nc2nnc(SCC(=O)Nc3ccc(F)cc3F)s2)cc1	11%	i	2%
Cc1cccc(NC(=O)C2CCCN(c3nnc(-n4c(C)ccc4C)s3)C2)c1C (centres undefined)	-3%	-21%	1%
O=C1Nc2cc(Cl)ccc2Oc2cc(Oc3ccccc3)ccc21	?	-48%[inhibitor]	-16%

Reprinted at random: 5 compounds from above
SMILES	GLP-1R inv ag	PTHR1 ag	GLP1R cytotox
O=C(CCS(=O)(=O)c1cccs1)Nc1ccc(C(=O)Nc2cccc(Cl)c2)cc1	?	-5%	-14%
CC(C)CC(=O)N(Cc1ccccc1)S(=O)(=O)c1ccc2c(c1)oc(=O)n2C	-19%	-57%	-6%
COc1ccc(C2c3cc(OC)c(OC)cc3CC(=O)N2c2ccc(C)cc2)cc1 (centres undefined)	?	-1%	-9%
COc1ccc(N2CC(NC(=O)Cc3cccs3)CC2=O)cc1 (centres undefined)	8%	24%	-7%
Cn1c(=O)c2c(nc(CN3CCN(c4ccccc4F)CC3)n2Cc2ccccc2F)n(C)c1=O	7%	-22%	-7%

No new results follow: two of the compounds above.
SMILES	GLP-1R inv ag	PTHR1 ag	GLP1R cytotox
Cc1cccc(NC(=O)C2CCCN(c3nnc(-n4c(C)ccc4C)s3)C2)c1C (centres undefined)	-3%	-21%	1%
O=C1Nc2cc(Cl)ccc2Oc2cc(Oc3ccccc3)ccc21	?	-48%[inhibitor]	-16%

Continuation:
SMILES	GLP-1R inv ag	PTHR1 ag	GLP1R cytotox
CC(C)N(C(=O)Cn1cc(SCC(=O)Nc2ccccc2C(F)(F)F)c2ccccc21)C(C)C	5%	i	0%
Cc1ccc(NC(=O)C(=O)NCC(c2ccc3c(c2)OCO3)N2CCN(C)CC2)c(C)c1 (centres undefined)	3%	5%	1%
O=C(NCc1ccccc1Cl)c1ccc(NC(=O)c2nsc3ccccc23)cc1	-29%	i	2%
CCc1ccc(NC(=O)c2cc3ccccn3n2)cc1	?	-42%[inhibitor]	2%
O=C(NCCCO)C(=O)Nc1c2c(nn1-c1ccccc1)CSC2	2%	i	1%
O=C(Cn1ncn2c(cc3ccccc32)c1=O)NCc1ccc(F)cc1	-10%	-22%	8%
Cc1ccc(COC(=O)c2[nH]c3c(c2C)C(=O)CC(c2ccc(Cl)cc2)C3)cc1 (centres undefined)	11%	?	0%
CN(C(=O)CSc1nnc(NC(=O)Nc2ccccc2)s1)c1ccccc1	-11%	-95%[inhibitor]	-7%
O=C(CN1C(=O)CCc2cc(S(=O)(=O)N3CCOCC3)ccc21)NCc1ccccc1Cl	3%	i	-5%
COc1cccc(CSc2nc3n(n2)C(CC(C)C)C(C(=O)Nc2ccccc2OC)=C(C)N3)c1 (centres undefined)	0%	-2%	0%
CCc1cccc(C)c1NC(=O)Cn1ccn(Cc2ccc(Cl)cc2)c(=O)c1=O	-10%	i	5%
COc1ccc(-c2ccc(NS(=O)(=O)c3cccc(Cl)c3)cc2)nn1	1%	i	2%
Cc1ccc(C(=O)Nc2ccccc2C(=O)OCc2cc(=O)n3nc(C4CC4)sc3n2)cc1	38%[activator]	i	6%
COc1ccc(-c2cnc(C)o2)cc1S(=O)(=O)Nc1ccc(F)cc1F	-17%	i	2%
CCOC(=O)c1ccc(Nc2nc3ccccc3n3c(C)nnc23)cc1	8%	i	-10%
CC(=O)NC(C)c1nc2ccccc2n1Cc1ccccc1Cl (centres undefined)	-15%	i	-1%
CCOC(=O)c1cc(-c2ccccc2)n(CCC(=O)NC2CCCCC2)c1C	10%	-44%[inhibitor]	9%
CCOc1ccccc1Nc1sc(C(=O)c2ccccc2)c(N)c1S(=O)(=O)c1ccc(C)cc1	8%	i	-10%
COC(=O)c1cc2sc(Cl)cc2n1Cc1nc(-c2ccccc2C)oc1C	18%	i	1%
O=c1c2cc3c(cc2n(Cc2ccccc2)c(=O)n1Cc1nc(-c2ccccc2)no1)OCO3	16%	i	-13%
CC(C)CCNC(=O)C(=O)Nc1c2c(nn1-c1ccc(Cl)cc1)CSC2	-4%	i	5%
COc1ccccc1-c1nnc(C2CCN(S(=O)(=O)c3ccccc3)CC2)o1	4%	-37%[inhibitor]	1%
Cc1cc(C)c(Cn2c(C)c(CNCc3ccccc3C)c(C(=O)O)c2C)c(C)c1	-24%	i	-13%
COC(=O)c1ccccc1NC(=O)CCCn1nc(C)c2sc3ccccc3c2c1=O	4%	i	-9%
Cc1cc(=O)[nH]c2nnc(SCC(N)=O)n12	-6%	-9%	2%
CCOC(=O)c1cnc2cc(C(F)(F)F)ccc2c1N1CCN(c2cccc(Cl)c2)CC1	-17%	-12%	-8%
Cc1cc(C)c(S(=O)(=O)NCC(c2ccc(N(C)C)cc2)N2CCc3ccccc32)c(C)c1 (centres undefined)	2µM*	-12%	0%
COc1ccccc1N1CCN(S(=O)(=O)c2c(C)sc3ncn(CC(=O)N(C)c4ccc(Cl)cc4)c(=O)c23)CC1	2%	i	1%
CCc1ccc(S(=O)(=O)c2nnn3c2nc(Nc2ccc(NC(C)=O)cc2)c2sccc23)cc1	10%	-14%	4%
O=C(Cc1ccc(F)cc1)NCCc1csc2nc(-c3ccccc3F)nn12	-4%	-7%	-22%

Among those listed so far, two have a CF3 group.
SMILES	GLP-1R inv ag	PTHR1 ag	GLP1R cytotox
CC(C)N(C(=O)Cn1cc(SCC(=O)Nc2ccccc2C(F)(F)F)c2ccccc21)C(C)C	5%	i	0%
CCOC(=O)c1cnc2cc(C(F)(F)F)ccc2c1N1CCN(c2cccc(Cl)c2)CC1	-17%	-12%	-8%

More results.
SMILES	GLP-1R inv ag	PTHR1 ag	GLP1R cytotox
Cc1ccc(NC(=O)NCCOCCn2c(=O)oc3ccccc32)cc1F	-31%	i	-3%
O=C(NCc1cccc(F)c1)C1CCN(c2nc3ccccc3nc2C(F)(F)F)CC1	10%	-4%	0%
O=C(NCc1ccccc1)c1cnc2sc(N3CCCC3)nn2c1=O	2%	-18%	7%
CCc1ccc(NC(=O)c2ccc(-c3ccccc3)s2)cc1	12%	-37%[inhibitor]	-13%
CCCn1c(=O)c2sccc2n2c(CCCC(=O)NCCc3ccc(Cl)cc3)nnc12	25%	-24%	-1%
CCOC(=O)c1c(C)oc2nc(C)nc(NCc3ccc(OC)cc3)c12	3%	i	4%
CC1=C(C(=O)Nc2ccc(C)cc2C)C(c2ccc(C(C)C)cc2)n2nc(C(F)(F)F)nc2N1 (centres undefined)	-15%	18%	1%
COC(=O)c1ccc(NC(=O)C2CCN(C(=O)c3ccc(F)cc3)CC2)cc1	-8%	-26%	-12%
CN(C)C1(CNC(=O)COc2ccc([N+](=O)[O-])cc2)CCCCC1	-4%	i	4%
CCC(C(=O)Nc1ccc(C(=O)OC)cc1)n1nc(-c2ccc(C)c(C)c2)ccc1=O (centres undefined)	-9%	i	-7%

In a second layout: entries from further up.
The line under a structure holds: GLP-1R inv ag, PTHR1 ag, GLP1R cytotox
- CCOC(=O)c1c(C)oc2nc(C)nc(NCc3ccc(OC)cc3)c12
    3%, i, 4%
- CC1=C(C(=O)Nc2ccc(C)cc2C)C(c2ccc(C(C)C)cc2)n2nc(C(F)(F)F)nc2N1 (centres undefined)
    -15%, 18%, 1%
- COC(=O)c1ccc(NC(=O)C2CCN(C(=O)c3ccc(F)cc3)CC2)cc1
    -8%, -26%, -12%

Next part
SMILES	GLP-1R inv ag	PTHR1 ag	GLP1R cytotox
CCOc1ccc(N(CC)S(=O)(=O)N2CCCC(C(=O)Nc3ccc(OC)c(Cl)c3)C2)cc1 (centres undefined)	-4%	-29%	0%
Cc1oc(-c2cccc(Cl)c2)nc1CN1CCCC(C(=O)N2CCN(c3ccc(F)cc3)CC2)C1 (centres undefined)	?	i	0%
Cc1cc(F)ccc1Nc1nc2ccc(Cl)cc2n2cnnc12	11%	-20%	0%
CCc1nn(CC(=O)NCC(C)c2ccccc2)c(=O)c2cc3occc3n12 (centres undefined)	-5%	-72%[inhibitor]	2%
CCC(C)NC(=O)c1ccccc1NC(=O)C1CCN(S(=O)(=O)Cc2ccccc2)CC1 (centres undefined)	-2%	-24%	1%
COc1ccc(-c2nc(CCNC(=O)c3cc(OC)c(OC)c(OC)c3)cs2)cc1	-5%	-31%[inhibitor]	-15%
Cc1cc(C)n(-c2nc3ccccc3nc2Nc2cccc(C(=O)NCCc3ccccc3)c2)n1	10%	?	8%
COC(=O)c1scc(-c2ccc(C)cc2)c1S(=O)(=O)Nc1cc(Cl)c(OC)cc1OC	?	i	-3%
Cc1cccc(N2CCN(S(=O)(=O)c3ccc(F)c(C(=O)Nc4cccc(Cl)c4C)c3)CC2C)c1 (centres undefined)	?	i	0%
CCN1C(=O)C2(c3ccccc31)c1c(oc3ccc(C)cc3c1=O)C(=O)N2CCCOC(C)C (centres undefined)	3%	i	-8%
